Compound activity (PubChem BioAssay)
ZTA DNA inh – counter-screen for EBNA-1 inhibitors: inhibitors of Epstein-Barr virus ZTA; ZTA-DNA binding, fluorescence polarization; inhibition, % at 11 µM; hit rate 0.15% among 320,000; AID 2234; in the data active = inhibition above about 33%
Target sequence (P03206 whole entry, looked up): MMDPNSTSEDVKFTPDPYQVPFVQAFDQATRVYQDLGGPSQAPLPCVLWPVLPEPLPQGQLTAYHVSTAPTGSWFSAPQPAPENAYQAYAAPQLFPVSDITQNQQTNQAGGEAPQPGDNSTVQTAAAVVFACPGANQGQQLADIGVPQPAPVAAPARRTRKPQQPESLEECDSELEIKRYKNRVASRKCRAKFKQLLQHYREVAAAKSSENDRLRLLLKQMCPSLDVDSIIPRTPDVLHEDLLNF
EBNA-1 inh – EBNA-1 DNA-binding inhibitors, primary screen, biochemical, fluorescence polarization | hit rate 0.34% among 300,000 | inhibition, % at 14.8 µM; in the data active = inhibition above about 28%
TPT1 inhibitor – Candida albicans TPT1 enzyme inhibitors, primary screen, biochemical, fluorescence polarization | hit rate 0.81% among 300,000 | tRNA 2'-phosphotransferase TPT1 (Candida albicans SC5314) | inhibition, % at 5 µM | AID 1962, 2009 | recombinant caTPT1, FP RNA substrate dephosphorylation;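 active = inhibition above the mean of all tested compounds plus 3 SD, set per screening campaign, cut at about 24% in these data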;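 note: plate controls were DMSO alone for no effect and ferristatin control at 100 nM for full effect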
HCV core dimer – inhibitors of HCV core protein dimerization, primary screen, biochemical, TR-FRET, high-throughput; TR-FRET GST/Flag-core106 dimerization, 1536-well; inhibition, % at 5 µM; hit rate 0.33% among 300,000;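 active = inhibition above the mean of all tested compounds plus 3 SD, set per screening campaign, cut at about 45% in these data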
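Test system: GST/Flag-tagged HCV core106 proteins; Medium: KF-containing HEPES buffer, pH 7.45, DTT, CHAPS, BSA; Times: compound-protein-antibody incubation 4 h at 22.5 °C; Detection: TR-FRET 671 and 617 nm emission; Benchmarks: wells lacking GST-core106 and wells with excess unlabelled core106.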
PP1 inh – PP1-alpha phosphatase inhibitors, primary screen, counter-screen for PP5 inhibitor project, biochemical, fluorescence, OMFP substrate, single point. hit rate 0.9% among 320,000. Serine/threonine-protein phosphatase PP1-alpha catalytic subunit (Homo sapiens), P62136. AID 2235, 2010. inhibition, % at 6.7 µM. purified PP1alpha;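 active = inhibition above the mean inhibition of all tested compounds plus 3 SD, computed separately for each screening campaign, cut at about 15% in these data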
Efflux pump mplx – inhibitors of Candida efflux pumps in yeast, primary screen, S. cerevisiae, Nile Red, multiplex | S. cerevisiae Candida pump triplex | inhibition, % at 10 µM | hit rate 0.44% among 330,000 | AID 485275, 2010;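 active = plate passing quality check with inhibition over a set limit, or well fluorescence over plate mean plus 4 SD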;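 note: Nile Red retained in pooled yeast measured as flow cytometry median fluorescence; 0% = buffer negative control and 100% = Enniatin B positive control; higher means more Nile Red kept so more efflux inhibition; some compounds called inactive have numbers as strong as hits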
PP5 primary – PP5 phosphatase inhibitors, primary screen, biochemical, fluorescence; Serine/threonine-protein phosphatase 5 (Homo sapiens), P53041; purified PP5c, OMFP substrate fluorescence; inhibition, % at 6.7 µM; hit rate 0.18% among 320,000;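 active = inhibition above the campaign's mean inhibition across all tested compounds plus 3 SD, cut at about 9.5% in these data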;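 note: 0% = DMSO only and 100% = 100 µM cantharidin control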
Fh CTSL1 inh – Fasciola hepatica cathepsin L1 inhibitors, primary screen, counter-screen for PFM18AAP inhibitor project, biochemical, QFRET, fluorogenic peptide substrate | inhibition, % at 5.96 µM | recombinant F. hepatica cathepsin L1, Z-Leu-Arg-MCA fluorescence | hit rate 0.49% among 300,000;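 active = inhibition above the mean of all tested compounds plus 3 SD, set per screening campaign, cut at about 17% in these data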;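 note: 0% = plate median of test compound wells and 100% = 1 µM Z-Phe-Ala-diazomethylketone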
PREPL inhibitor – PREPL enzyme inhibitors, primary screen, biochemical, fluorescence polarization; inhibition, % at 5.96 µM; AID 2751, 2010; Prolyl endopeptidase-like (Homo sapiens), Q4J6C6; hit rate 0.68% among 320,000; recombinant PREPL, fluorescence polarization activity-based probe; in the data active = inhibition above about 43%;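 note: 0% = enzyme with DMSO and 100% = wells lacking enzyme; many of its hits are not listed in these tables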
Target sequence (Q4J6C6 whole entry, looked up): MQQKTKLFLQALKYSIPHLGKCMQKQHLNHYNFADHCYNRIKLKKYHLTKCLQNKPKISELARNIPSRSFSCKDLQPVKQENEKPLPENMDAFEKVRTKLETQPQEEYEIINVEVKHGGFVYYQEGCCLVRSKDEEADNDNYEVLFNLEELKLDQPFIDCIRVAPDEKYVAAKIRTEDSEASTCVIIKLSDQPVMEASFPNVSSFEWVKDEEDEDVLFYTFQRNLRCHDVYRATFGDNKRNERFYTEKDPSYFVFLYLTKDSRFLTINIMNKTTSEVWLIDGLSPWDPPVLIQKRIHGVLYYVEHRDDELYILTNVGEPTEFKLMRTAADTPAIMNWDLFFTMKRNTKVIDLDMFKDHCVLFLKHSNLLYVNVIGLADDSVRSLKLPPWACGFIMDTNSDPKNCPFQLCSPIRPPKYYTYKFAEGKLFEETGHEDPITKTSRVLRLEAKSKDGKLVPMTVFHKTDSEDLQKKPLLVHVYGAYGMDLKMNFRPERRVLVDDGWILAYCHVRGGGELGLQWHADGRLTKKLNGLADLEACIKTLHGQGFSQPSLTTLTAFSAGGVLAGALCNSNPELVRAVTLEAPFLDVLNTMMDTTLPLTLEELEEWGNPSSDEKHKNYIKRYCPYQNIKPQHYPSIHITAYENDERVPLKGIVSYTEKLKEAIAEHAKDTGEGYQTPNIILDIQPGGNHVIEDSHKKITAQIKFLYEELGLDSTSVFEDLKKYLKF
Numbers without * were called inactive; . = not tested or not shown. The list is partial. The share of hits here may be higher or lower than overall.

1	CCCC(C(=O)NC(C)(C)CC)N(Cc1ccco1)C(=O)CNS(=O)(=O)c1ccccc1 (stereo not drawn)
2	CCN1CCN(c2nc3c(c(=O)n(C)c(=O)n3C)n2CCSc2ncccn2)CC1
3	CN(C)c1ccc(/C=N/NC(=O)CCCO)cc1
4	Cc1ccc2c(c1)Oc1ccc(NC(=O)CCl)cc1C(=O)N2
5	COc1ccc(S(=O)(=O)N2CCOCC2)cc1C(=O)Nc1nc2ccccc2s1
6	COc1ccc(NC(=S)NC(=O)C2CCCCC2)cc1
7	Cc1ccc2nc(N/C(N)=N/S(=O)(=O)c3ccc([N+](=O)[O-])cc3)nc(C)c2c1
8	Cc1nn(C)c(C)c1CN(Cc1nc(CCC(C)C)no1)C(C)C
Assay by compound	1	2	3	4	5	6	7	8
TPT1 inhibitor	-7	-1	-1	-2	-5	1	-4	0
PREPL inhibitor	0	9	3	-9	2	12	-5	12
Efflux pump mplx	-0.1	0.0	0.4	-0.1	-0.1	0.4	0.8	-0.2
EBNA-1 inh	-2	9	-7	3	11	-4	1	-6
HCV core dimer	-5	1	-5	15	23	8	17	-2
ZTA DNA inh	-9	6	-1	3	10	-7	5	-14
PP1 inh	6	-2	-1	2	-3	0	-1	-2
PP5 primary	2.2	-0.2	0.9	-0.9	0.6	0.4	1.1	0.0
Fh CTSL1 inh	-2	-3	2	52*	2	5	-3	2

Among those listed so far, these contain an aryl methoxy group.
5	COc1ccc(S(=O)(=O)N2CCOCC2)cc1C(=O)Nc1nc2ccccc2s1
6	COc1ccc(NC(=S)NC(=O)C2CCCCC2)cc1
Assay by compound	5	6
TPT1 inhibitor	-5	1
PREPL inhibitor	2	12
Efflux pump mplx	-0.1	0.4
EBNA-1 inh	11	-4
HCV core dimer	23	8
ZTA DNA inh	10	-7
PP1 inh	-3	0
PP5 primary	0.6	0.4
Fh CTSL1 inh	2	5

(continued)
9	CC(=O)C(C)n1c(CN2CCN(C(=O)c3ccco3)CC2)nc2c1c(=O)n(C)c(=O)n2C (stereo not drawn)
10	CC1CN(C(=S)NC(=O)C2CCCCC2)CC(C)O1 (stereo not drawn)
11	COc1ccc(Nc2nc(-c3cccs3)nc3ccccc23)c(OC)c1
12	COc1ccc(NC(=O)CSc2nnc3n2CCCCC3)cc1
13	Cc1ccc(C(=O)Nc2ccc(N3CCN(S(C)(=O)=O)CC3)cc2)cc1C
14	Cc1cnc(=O)[nH]c1SCC(=O)c1ccc(F)cc1
15	COc1ccc(CCN2C(=O)N(c3ccc(OC)cc3)C(=O)C2CC(=O)Nc2ccc(OC)cc2)cc1 (stereo not drawn)
16	Cc1cc(NC(=O)CSc2nc(C(C)C)nc3sc(C)c(C)c23)no1
Assay by compound	9	10	11	12	13	14	15	16
TPT1 inhibitor	-4	-4	1	2	0	-2	2	0
PREPL inhibitor	-8	-6	28	-2	11	-6	35	14
Efflux pump mplx	0.2	0.2	0.3	0.0	-0.1	0.2	-0.1	0.2
EBNA-1 inh	-6	6	-10	1	-8	-7	13	3
HCV core dimer	2	-7	4	0	3	-2	0	0
ZTA DNA inh	-2	2	-2	-3	-18	6	6	-16
PP1 inh	-2	0	2	-1	-1	-3	-5	-1
PP5 primary	0.2	2.2	2.3	7.7	0.9	0.5	1.3	0.5
Fh CTSL1 inh	-3	0	-1	1	1	2	-2	1

Structural class, the entries above containing two or more sulfur atoms.
5	COc1ccc(S(=O)(=O)N2CCOCC2)cc1C(=O)Nc1nc2ccccc2s1
16	Cc1cc(NC(=O)CSc2nc(C(C)C)nc3sc(C)c(C)c23)no1
Assay by compound	5	16
TPT1 inhibitor	-5	0
PREPL inhibitor	2	14
Efflux pump mplx	-0.1	0.2
EBNA-1 inh	11	3
HCV core dimer	23	0
ZTA DNA inh	10	-16
PP1 inh	-3	-1
PP5 primary	0.6	0.5
Fh CTSL1 inh	2	1

Going on with the list:
17	O=C(NC(=S)Nc1ccc(Cl)cn1)C(c1ccccc1)c1ccccc1
18	O=S(=O)(Cc1ncc(C(F)(F)F)cc1Cl)c1ccccc1
19	CCc1nc2ccccc2n(CC)c1=O
20	Cc1c(NC(=O)CCC(=O)N2CCOCC2)c(=O)n(-c2ccccc2)n1C
21	CCCn1cc(CN2CCC(n3nccc3NC(=O)c3ccc4c(c3)OCO4)CC2)c(C)n1
22	COc1ccccc1CNC(=O)CCCn1nc(C)n2ccnc2c1=O
23	CN1CCN(NC(=O)Nc2cccc(Cl)c2Cl)CC1
24	O=C(NCCSc1ccc(Cl)cc1)c1ccc(CN2CCOCC2)cc1
Assay by compound	17	18	19	20	21	22	23	24
TPT1 inhibitor	-3	5	-9	-1	1	-1	-4	2
PREPL inhibitor	-10	11	13	11	2	9	12	7
Efflux pump mplx	-0.1	-0.1	-0.1	0.1	0.0	0.0	0.1	-0.2
EBNA-1 inh	-4	2	6	-6	-2	7	-10	3
HCV core dimer	14	-6	-1	0	-3	-13	1	-2
ZTA DNA inh	8	-2	0	6	1	7	-3	14
PP1 inh	3	-2	0	1	3	-1	9	-3
PP5 primary	1.6	0.2	-2.8	-1.6	-2.2	-0.3	3.9	2.5
Fh CTSL1 inh	2	-1	-2	3	2	2	0	0

25	COc1ccc(C(=O)Nc2ccc(S(=O)(=O)N3CCCCC3C)cc2)c(OC)c1OC (stereo not drawn)
26	Cc1ccc(Cl)cc1S(=O)(=O)N1CCC(C(=O)NC2CCN(Cc3ccccc3)CC2)CC1
27	COc1ccc(-c2nnc(NC(=O)CSc3ccc(C)cc3)s2)cc1OC
28	Cc1cccc(NC2=C(Cl)C(=O)OC2NC(=O)c2ccccc2)c1 (stereo not drawn)
29	OCCN1CCN(CC#CCC(c2ccccc2)c2ccccc2)CC1
30	O=C(O)CSC(=S)N1CCCC1
31	O=C(Nc1ccc2c(c1)OCO2)N1CCN(c2ccc(F)cc2)CC1
32	C=CCn1cc(C(=O)NCCCOC)c(=O)c2cc(S(=O)(=O)N(CC)CC)ccc21
Assay by compound	25	26	27	28	29	30	31	32
TPT1 inhibitor	-2	0	-3	2	0	-1	0	0
PREPL inhibitor	20	25	-4	12	-5	6	19	4
Efflux pump mplx	0.0	0.1	-0.1	0.0	0.1	-0.1	-0.1	0.0
EBNA-1 inh	0	-5	8	-6	1	-2	0	7
HCV core dimer	11	-1	1	-4	-2	1	6	2
ZTA DNA inh	-1	-8	4	-19	8	12	-7	0
PP1 inh	0	2	-2	0	-2	1	2	-2
PP5 primary	11*	-0.9	-0.4	2.3	-0.1	0.8	-0.5	0.4
Fh CTSL1 inh	0	0	1	-2	-2	-2	1	2

Screen by screen, quoted from above.
Fh CTSL1 inh for nos. 26 to 29: 0, 1, -2, -2
PREPL inhibitor for nos. 26 to 29: 25, -4, 12, -5

Later entries
33	COC(=O)C(NC(C)=O)(Nc1ccc(Br)cc1)C(=O)OC
34	Cc1cc(S(=O)(=O)N2CCOCC2)ccc1OCC(=O)N1CCCCC1
35	O=S1(=O)NC(=NCCOCCO)c2ccccc21
36	O=C(COC(=O)C1(c2ccc(Cl)cc2)CCCC1)Nc1ncc(C(F)(F)F)cc1Cl
37	COC(=O)c1ccc(NC(=O)CN(c2ccc3c(c2)OCO3)S(C)(=O)=O)cc1
38	COc1cc(NC2c3ccccc3C(=O)N2Cc2ccccc2Cl)cc(OC)c1 (stereo not drawn)
39	Cc1ccc(S(=O)(=O)N2CCOCC2)cc1NC(=O)CSc1ccc(Cl)cc1
40	COc1ccccc1N1C(=O)CC(N2CCN(c3ccc([N+](=O)[O-])cc3)CC2)C1=O (stereo not drawn)
Assay by compound	33	34	35	36	37	38	39	40
TPT1 inhibitor	0	0	-1	-1	-1	-3	-2	-1
PREPL inhibitor	12	1	10	-11	9	-13	3	21
Efflux pump mplx	0.0	-0.1	0.1	0.1	0.0	0.0	0.0	-0.1
EBNA-1 inh	2	7	-3	-2	10	-11	12	-3
HCV core dimer	-5	8	0	-7	-1	5	5	1
ZTA DNA inh	-5	-5	9	-2	-2	-7	7	-24
PP1 inh	-4	2	-3	-1	-1	-2	-3	0
PP5 primary	1.7	1.5	0.5	4.3	-0.7	3.3	1.2	2.8
Fh CTSL1 inh	-1	-2	1	3	0	-3	1	4

41	CS/C(=C(/C#N)S(=O)(=O)c1ccc(Cl)cc1)N1CCOCC1
42	COc1ccc(CCCC(=O)N/N=C/c2cccc(OC)c2O)cc1C
43	Cc1ccc(C(c2nnnn2C2CCCCC2)N2CCN3CCCC3C2)cc1 (stereo not drawn)
44	CCN1C(=O)[C@@H]2[C@@H](c3ccc(-c4ccc(F)cc4)cc3)N3CCC[C@@]3(C(=O)OC)[C@@H]2C1=O
45	COc1cc(/C=C/c2cc[n+](C)cc2)ccc1OCC(=O)Nc1ccc(Cl)c(Cl)c1
46	O=C(Nc1ccc(Cl)c(C(=O)N2CCOCC2)c1)c1ccccc1
47	COc1cc(CCC(=O)Nc2nnc(-c3cccnc3)s2)cc(OC)c1OC
48	O=S(=O)(c1ccccc1)c1nc(Nc2cccc(O)c2)sc1Cl
Assay by compound	41	42	43	44	45	46	47	48
TPT1 inhibitor	3	-3	-1	-2	7	-3	-2	5
PREPL inhibitor	7	-6	9	23	19	-10	4	-4
Efflux pump mplx	-0.1	0.6	-0.1	-0.2	0.1	0.0	0.0	0.1
EBNA-1 inh	-5	-9	4	-2	-9	2	9	0
HCV core dimer	1	-10	-2	-17	-9	6	4	1
ZTA DNA inh	-10	8	-6	2	-23	3	3	0
PP1 inh	0	17*	-2	-3	12	-2	-4	4
PP5 primary	-0.3	0.2	-0.6	-0.5	3.0	3.0	1.7	4.9
Fh CTSL1 inh	-1	-7	1	5	-1	-2	2	1

49	COc1cc(-c2nc3ccccn3c2/N=C/c2cccc(OC)c2O)ccc1O
50	NC(=S)c1cc2cc(Cl)ccc2oc1=O
51	Cc1ccc(C)c(OC(=O)C2CSC3(C)CCC(=O)N23)c1C (stereo not drawn)
52	Cc1ccc2c(c1)cc(C(=O)N1CCN(c3ccccn3)CC1)n2C
53	COc1cccc(OCc2cc(C(=O)N(C)Cc3nc(C)cs3)no2)c1
54	O=C(CCC(=O)N1CCN(c2ccccc2)CC1)Nc1nnc(C2CCCCC2)s1
55	COc1ccc(C(=O)N2CCN(C(=O)c3cc(OC)c(OC)c(OC)c3)CC2)cc1
56	CCOC(=O)c1c(C)nc2c(c1-c1ccc(Cl)cc1)C(=O)CC(C)(C)C2
57	N#CC1=C(N)SC(N)=C(C#N)C1c1ccnc2ccccc12
58	O=C(CN1C(=O)COc2ccc(Cl)cc21)NCC1CCCO1 (stereo not drawn)
59	c1ccc2c(NCC3CCCO3)nc(N3CCCCC3)nc2c1 (stereo not drawn)
Assay by compound	49	50	51	52	53	54	55	56	57	58	59
TPT1 inhibitor	-3	0	.	0	-2	-2	-1	0	103*	-5	2
PREPL inhibitor	0	8	-4	4	10	3	-6	-8	2	18	-4
Efflux pump mplx	-0.1	-0.2	0.1	-0.1	-0.1	-0.1	0.2	-0.1	0.3	-0.2	0.0
EBNA-1 inh	8	-8	.	-8	4	4	-13	9	-1	8	3
HCV core dimer	-52	1	.	5	13	4	0	4	35	-16	2
ZTA DNA inh	0	-10	22	-5	-1	-5	2	6	-11	-11	-7
PP1 inh	2	1	-3	-1	-1	-1	-4	-1	4	0	0
PP5 primary	-2.0	2.5	-0.4	4.7	1.0	1.9	3.8	2.1	0.8	0.3	3.3
Fh CTSL1 inh	2	4	.	-4	-3	5	-2	0	4	0	3
